# High-throughput results (PubChem BioAssay)
# LDHA block – LDHA (human) enzyme inhibition; purified LDHA, NADH/diaphorase-resazurin fluorescence; hits give low values; activity change, % (values are at about 110 or 230 µM); 480,000 tested, 0.15% active; in the data active = activity change below about -30%; inconclusive = mostly about -25% to -30%;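 also: plate controls were DMSO wells for no effect and wells without enzyme for full effect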
#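 Human LDH5 (2 nM) was incubated with 0.06 mM NADH and 0.2 mM pyruvate for 5 min at room temperature in Tris pH 7.4. Remaining NADH was coupled through diaphorase/resazurin, and resorufin fluorescence was read at 0 and 20 min.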
# Pol beta inh – inhibitors of human DNA polymerase beta; P06746; Pol beta primer extension/strand displacement, fluorescence kinetic; Potency, µM (doses to about 114 µM), inactives show at the top dose activity change, negative = inhibition, usual class: inhibitors; AID 485314; 340,000 tested, 1.3% active; also: potency is read from the fitted curve at half-maximal effect; % is scaled to controls: 0 for no effect and ±100 for the full control effect
#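 10 nM enzyme + cpd, 15 min RT; start with substrate 50 nM final; read 0 min and after 10 min RT. Corrected, normalized data; 4-parameter Hill curve fit.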
# RGS4 inh – inhibitors of human regulator of G protein signaling 4; P49798; Transcreener GDP fluorescence polarization, RGS4-accelerated GTP hydrolysis; Potency, µM (titrated, usually from 114 µM), for the others: top-dose activity change, negative = inhibition, actives largely listed as inhibitors; 390,000 tested, 0.039% active; AID 504845; also: potency is read from the fitted curve at half-maximal effect; % is scaled to controls: 0 for no effect and ±100 for the full control effect; nearly all actives have a fitted effect of over 75% in size; some results filed as inactive show a strong effect at the top dose
#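 MLSMR compounds (23 nl, pin-transferred) preincubated 10 min at room temperature with a 500nM (2x) first reagent, then RGS4 at 900nM (2x) plus Transcreener GDP mix added; fluorescence polarization (620/688 nm) read before and after 90 min at 30 °C.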
# POLH inh – DNA polymerase eta (human) inhibition; Q9Y253; recombinant Pol eta, fluorescent DNA replication assay; Potency, µM (doses to about 114 µM), without a hit: at the top dose activity change, negative = inhibition, most hits filed as inhibitors; 390,000 tested, 1.2% active; also: potency is read from the fitted curve at half-maximal effect; % is scaled to controls: 0 for no effect and ±100 for the full control effect
#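 Pol eta (10 nM) was preincubated with compounds for 15 min at room temperature, after which fluorescent replication substrate (50 nM final) was added to start the reaction. Fluorescence was read kinetically at 0 and 10 min.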
# Pol kappa inh – DNA polymerase kappa (human) inhibition; AID 588579; 400,000 tested, 0.53% active; Potency, µM (highest dose often 107 µM), for inactives: top-dose activity, negative = inhibition, hits mostly inhibitors; purified Pol kappa, fluorescent DNA synthesis assay, 10 min; Q9UBT6; also: potency is read from the fitted curve at half-maximal effect; % is scaled to controls: 0 for no effect and ±100 for the full control effect
#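 Pol kappa 10 nM + cpd, 15 min RT; start w/ substrate 50 nM final; fluorescence kinetic read, 0 and 10 min. Neg ctrl: buffer, no enzyme.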
# Anesthetic bind – binds horse apoferritin like a general anesthetic. Potency, µM (top dose mostly 77.5 µM), inactives show at the highest dose activity change, negative = displacement, usual class: inhibitors. apoferritin/1-aminoanthracene competitive binding, fluorescence. AID 485281. 350,000 tested, 0.074% active; also: potency is read from the fitted curve at half-maximal effect; % is scaled to controls: 0 for no effect and ±100 for the full control effect; nearly all actives have a fitted effect of over 20% in size
# Target sequence (P02791 2-175 limits assumed): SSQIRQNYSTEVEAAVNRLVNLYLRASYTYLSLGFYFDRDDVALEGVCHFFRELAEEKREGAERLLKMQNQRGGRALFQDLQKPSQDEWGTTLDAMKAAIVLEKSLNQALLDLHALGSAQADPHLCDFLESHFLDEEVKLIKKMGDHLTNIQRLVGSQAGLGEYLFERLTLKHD
#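 Horse-spleen apoferritin (10 uM) was mixed with 50% saturated 1-aminoanthracene in PBS, exposed to compounds for 10 min at room temperature, and read for fluorescence (ex 380 nm, em 535 nm). Competitive displacement was fitted with a four-parameter Hill equation.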
# APE1 inh – APE1 (human) endonuclease inhibition | P27695 | recombinant APE1, TAMRA/BHQ-2 abasic DNA cleavage fluorescence | Potency, µM (series often up to 65.8 µM), for inactives: at the highest dose activity change, negative = inhibition, usual class: inhibitors | 350,000 tested, 0.35% active | AID 2517;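 also: potency is read from the fitted curve at half-maximal effect; plate controls were vehicle for no effect and reference inhibitor for full effect; nearly all actives have a fitted effect of over 55% in size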
# Target sequence (P27695 whole entry, looked up): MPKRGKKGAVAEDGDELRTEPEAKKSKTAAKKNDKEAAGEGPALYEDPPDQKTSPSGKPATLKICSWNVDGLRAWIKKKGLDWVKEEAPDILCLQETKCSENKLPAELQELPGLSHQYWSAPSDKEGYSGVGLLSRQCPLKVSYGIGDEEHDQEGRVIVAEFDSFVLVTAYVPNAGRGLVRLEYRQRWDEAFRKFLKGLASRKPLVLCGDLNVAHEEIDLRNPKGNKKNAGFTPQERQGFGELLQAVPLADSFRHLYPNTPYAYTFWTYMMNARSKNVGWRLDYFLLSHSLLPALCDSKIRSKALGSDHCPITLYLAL
#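 Incision of a quenched TAMRA/BHQ-2 THF abasic-site duplex (50 nM) by 0.75 nM APE1, after 15 min compound preincubation, measured as fluorescence increase over three 60 s reads. Values normalized to buffer, DMSO and NSC13755 control wells.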
# ERG-DNA inh – ERG Ets/DNA interaction inhibition | P11308 | fluorescence polarization, His-ERG Ets domain / labelled DNA | Potency, µM (titrated, usually from 76.9 µM), for the others: top-dose FP activity, negative = inhibition, most hits filed as inhibitors | 370,000 tested, 0.028% active | AID 624246; active = well fitted inhibition curve with a large enough effect in the polarisation, with a control signal flat; inconclusive = small, poorly fitted or top-dose-only effect, or effect the other way, or a change in a side signal; inactive = no such curve, though single readings can be large or run the other way; the % refers to the polarisation;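 also: polarization taken with two DNA probes labelled with fluorescein and Texas red; potency is read from the fitted curve at half-maximal effect; % of control where 0% means no effect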
# Target sequence (P11308 whole entry, looked up, the tested form may be a part): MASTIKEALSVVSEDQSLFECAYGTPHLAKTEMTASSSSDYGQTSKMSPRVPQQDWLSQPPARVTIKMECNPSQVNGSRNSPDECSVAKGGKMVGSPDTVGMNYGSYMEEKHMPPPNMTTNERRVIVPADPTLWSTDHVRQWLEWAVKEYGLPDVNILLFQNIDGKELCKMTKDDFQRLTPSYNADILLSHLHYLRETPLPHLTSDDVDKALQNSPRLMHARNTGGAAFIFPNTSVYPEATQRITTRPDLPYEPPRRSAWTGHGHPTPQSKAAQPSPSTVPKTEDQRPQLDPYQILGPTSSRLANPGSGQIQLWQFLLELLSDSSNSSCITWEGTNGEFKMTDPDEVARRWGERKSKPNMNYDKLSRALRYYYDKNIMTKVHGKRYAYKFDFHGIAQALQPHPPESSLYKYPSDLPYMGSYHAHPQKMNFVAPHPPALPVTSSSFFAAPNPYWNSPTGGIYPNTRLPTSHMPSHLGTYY
#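 His-tagged ERG Ets domain (1 uM in the protein solution; 300mM KCl, 50mM Tris-HCl, 1mM EDTA, 1mM DTT, pH 7.5) received compound, then a probe mix of 5 nM fluorescein-DNA and 100nM Texas-615-DNA. Fluorescence polarization was read for both dyes.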
# 12-LOX inh – ALOX12 (human) lipoxygenase inhibition. Potency, µM (series often up to 108 µM), for the others: at the highest dose activity change, negative = inhibition, hits mostly inhibitors. 580,000 tested, 1.1% active. purified 12hLO, xylenol orange hydroperoxide absorbance; also: potency is read from the fitted curve at half-maximal effect; % is scaled to controls: 0 for no effect and ±100 for the full control effect
#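 Hydroperoxide product was detected by ferrous iron/xylenol orange as the 573 to 405 nm absorbance ratio. Arachidonic acid at 40 uM (final) was turned over for 30 min at room temperature by 150 nM human 12hLO, pH 7.0 Hepes buffer, after 15 min compound preincubation.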
# Numbers without * were called inactive; i = inactive; ? = inconclusive; / = no result given; & = joins results of further samples; [ ] = another dose, or the depositor's remark. Unless noted, calls follow the shape of the dose curve; as a rule, active = well fitted curve in the direction sought with a large enough effect; inconclusive = small, poorly fitted or top-dose-only effect, or another doubt; inactive = no such curve, though single readings can be large; an effect the other way counts as inactive or inconclusive. Some of the compounds tested, so the mix of outcomes need not match the whole.
SMILES,LDHA block,Pol beta inh,RGS4 inh,POLH inh,Pol kappa inh,Anesthetic bind,APE1 inh,ERG-DNA inh,12-LOX inh
O=C(CN1CCCC1)N1CCCC(c2ccc(F)cc2)c2ccc(F)cc21 (centres undefined),-14,3%,1%,-11%,5%,-4%,-5%,7%,?
Cc1cccc2c1cnn2C(=O)Nc1ccccc1Br,-6,54%,7%,-22%,-5%,-6%,31%,6%,0%
C#CC(CC)(CC)NC(=O)NC1CCCCC1,-3,29%,-12%[11.4 µM],-4%,2%,-9%,-7%,-5%,-4%
Cc1ccc(-n2cnc3sc(C)c(C)c3c2=O)cc1,-1,4%,-14%,-13%,7%,?,5%,15%,-7%
OCc1cn(-c2ccccc2)nc1-c1ccc2c(c1)OCCO2,0,-15%,-9%,-6%,-16%,-21%,7%,-8%,0%
COc1ccc(C(=O)N/N=C(\C)CC(=O)Nc2ccc(Cl)cn2)cc1,-13,18%,-17%,-10%,-8%,9%,-5%,-10%,111%[activator]
COc1cc(NC(=O)CN2CCN(S(=O)(=O)/C=C/c3ccccc3)CC2)cc(OC)c1OC,0,/,-5%,1%,-2%,/,-11%,4%,15%
CC(C)N(Cc1ccccc1)C(=O)CN1C(=O)c2ccccc2C1=O,-4,43%,2%,-19%,-6%,-20%,-9%,-1%,4%
CCN(CC)S(=O)(=O)c1ccc(Cl)c(C(=O)NCc2ccccc2Cl)c1,-1,20%,-14%,-13%,5%,-14%,-8%,1%,0%
CCOC(=O)c1ccc(NC(=S)NCc2cccnc2)cc1,-3,?,-11%,-17%,11%,-7%,6%,10%,-13%
O=C(CCl)N1CCN(C(=O)C2COc3ccccc3O2)CC1 (centres undefined),3,/,1%,?,1%,/,4%,-11%,-5%
c1ccc(Cc2noc(CN3CCN(C4CCc5ccccc5C4)CC3)n2)cc1 (centres undefined),-2,5%,-1%,-6%,-7%,-9%,-6%,-3%,?
C=CCNc1nc2ccccc2nc1NS(=O)(=O)c1cccc(C)c1,-2,5%,-17%,-10%,6%,5%,-17%,-18%,17%
Cc1cccc(C)c1N1CCN(S(=O)(=O)N2CCCCC2)CC1,-2,-21%,8%,-2%,-20%,-6%,6%,6%,-5%
O=C(NCc1ccc(Cl)cc1)C(=O)N/N=C/c1ccc(Br)cc1,1,-22%,-6%,-13%,6%,-9%,0%,10%,14%
O=C(NNC(=O)c1cccc2ccccc12)c1ccc(Br)cc1,0,/,18%,-6%,-3%,/,/,2%,11%
Cc1ccc(S[C@@H](CCN2CC[C@H](C(C)(C)C)CCC2=O)c2ccccc2)cc1,4,-1%,3%,-17%,-8%&0%,11%,-22%,-1%,?
O=C(Nc1cc(C(F)(F)F)ccc1Cl)c1cc2nc(-c3ccc4c(c3)OCO4)cc(C(F)(F)F)n2n1,-6,3%,-4%,-15%,10%,-3%,/,-2%,?
O=C1CCc2cc(S(=O)(=O)N3CCCC3C(=O)N3CCN(c4ccccc4F)CC3)ccc2N1 (centres undefined),-7,20%,4%,-10%,-26%,-2%,0%,0%,387%[activator]
Cc1ccc(-c2csc(N(CCO)CCCn3c(C(F)(F)F)nc4ccccc43)n2)cc1,0,-2%,-25%,-13%,7%,?,14%,-11%,-11%
COc1ccc(NC(=O)c2cn(CCC#N)nc2-c2cc3ccccc3o2)cc1,-11,1%,25%,-15%,-23%,-11%,0%,3%,0%
c1ccc(CNc2nc3ccccc3n3cnnc23)nc1,-11,8%,32%,-10%,0%,40%[activator],-1%,-3%,7%[57.4 µM]
COc1ccc(N/C=C2\C(=O)c3c(sc(C)c3C)N(C)S2(=O)=O)cc1,3,8%,-19%,-14%,1%,-8%,-8%,9%,-1%
COc1cccc(/C=N/Nc2ncnc3scc(-c4ccccc4)c23)c1O,-2,5%,-16%,-28%,-12%,4%,6%,0%,-19%
Cc1cccc(NC(=O)c2ccccc2NC(=O)c2ccccc2)n1,-8,-13%,-49%,-21%,2%,-8%,42%,0%,-17%

# The list goes on (5 carried over from the part before).
SMILES,LDHA block,Pol beta inh,RGS4 inh,POLH inh,Pol kappa inh,Anesthetic bind,APE1 inh,ERG-DNA inh,12-LOX inh
COc1ccc(NC(=O)c2cn(CCC#N)nc2-c2cc3ccccc3o2)cc1,-11,1%,25%,-15%,-23%,-11%,0%,3%,0%
c1ccc(CNc2nc3ccccc3n3cnnc23)nc1,-11,8%,32%,-10%,0%,40%[activator],-1%,-3%,7%[57.4 µM]
COc1ccc(N/C=C2\C(=O)c3c(sc(C)c3C)N(C)S2(=O)=O)cc1,3,8%,-19%,-14%,1%,-8%,-8%,9%,-1%
COc1cccc(/C=N/Nc2ncnc3scc(-c4ccccc4)c23)c1O,-2,5%,-16%,-28%,-12%,4%,6%,0%,-19%
Cc1cccc(NC(=O)c2ccccc2NC(=O)c2ccccc2)n1,-8,-13%,-49%,-21%,2%,-8%,42%,0%,-17%
CCc1nnc(SCC(=O)Nc2ccccc2Cl)nc1CC,-1&-12&4,-13%&-2%,21%&-14%,6%&-16%,-10%,-19%&-19%,?,-6%&0%,?
CC1(C)CCC(C)(C)c2cc(C(=O)Nc3ccc(C(=O)O)cc3)ccc21,/,/,i,/,7%&4%&-9%[19.4 µM],-1%&-6%,0%&0%&2%&-4%,/,282%[activator]
Cc1cccc(C(=O)N(C)c2nnc(-c3ccncc3)s2)c1,2,/,-26%,-1%,7%,/,/,-2%,-16%
O=C(Cn1cccc1)NC1CCCCCC1,-2,37%,-24%,-11%,9%,-18%,3%,1%,-17%
CC1(C)CCCC2=C1CC1C(=O)N(Cc3cccnc3)C(=O)C1C2 (centres undefined),-13,0%,-14%,0%,-6%,-10%,1%,-1%,-1%
CCOC(=O)C(NCc1ccc2c(c1)OCO2)(NC(=O)c1ccccc1)C(F)(F)F (centres undefined),1,-5%,-26%,-9%,0%,-16%,1%,2%,0%
CN(C1CCCCC1)S(=O)(=O)c1cccc(C(=O)Nc2ccccn2)c1,-4,/,2%,-15%,-8%,/,4%,0%,1%
COc1ccc2c(=O)cc(-c3ccncc3)oc2c1OC,-4,/,16%,-3%,-7%,/,/,3%,-8%
O=C(CNC(=O)c1ccccc1Br)N/N=C\c1cc([N+](=O)[O-])cc(Br)c1O,-4,-16%,3%,-12%,-8%,-17%,8%,-7%,?
CC(C)(C)c1ccc(OCC(=O)Nc2ccncc2)c(Br)c1,4,15%,28%,-12%,-21%,?,23%,8%,?
CCN1C(=O)[C@@H]2[C@@H](c3ccc(-c4ccc5c(c4)OCO5)c(OC)c3)N3CCCC[C@@]3(C(=O)OC)[C@@H]2C1=O,-5,/,7%,?,-22%,/,-12%,2%,-15%
O=C(CCC(=O)N1CCCC(Nc2ccccc2)C1)c1ccc(F)cc1 (centres undefined),1,29%,7%,-3%,-7%,-9%,2%,7%,1%
CC(=O)N1CCOc2ccc(S(=O)(=O)N3CCC(C(=O)Nc4cc(C)cc(C)c4)CC3)cc21,-6,3%,-22%,-19%,-21%,-5%,-3%,-2%,3%
CCOC(=O)N1CCN(C(=O)C(=O)c2cn(CC(=O)N3CCCCCC3)c3ccccc23)CC1,1,0%,15%,5%,-14%,-13%,6%,8%,5%
CCN(CC)c1ccc(NC(=O)CCS(=O)(=O)c2cccc3nsnc23)c(C)c1,17&1,-2%&28%,-35%&0%,-13%&-20%,8%&-17%,-20%&-8%,-14%,-2%&-6%,-18%&-22%
CC(=O)c1sc(N/N=C/c2cccc(O)c2)nc1C,-10,-29%,7%,-6%,-16%,92%[activator],1%,-4%,15%
CCCN1CCC(=O)N([C@H](CSc2ccc(OC)cc2)c2ccccc2)CC1,3,4%,-10%,-22%,-14%,-14%,-1%,3%,24%
CC(CNC(=O)c1cccc(Br)c1)n1cncn1 (centres undefined),-1,53%,-19%,-18%,1%,-13%,2%,5%,9%
CCOC(=O)c1cc(S(=O)(=O)Nc2ccc(OC(F)(F)F)cc2)[nH]n1,5,-9%,8%,-3%,-6%[60.1 µM],-6%,/,-1%,?
O=C(CC1NC(=O)NC1=O)Nc1ccc(Cl)cc1 (centres undefined),0,-1%,-11%,-17%,-6%,-9%,1%,-5%,?
O=C(COC(=O)c1cccc(O)c1)NC(=O)Cc1ccccc1,-2,15%,-3%,-18%,-17%,?,19%,0%,/

# 4 entries from above, ordered by the value under ERG-DNA inh, smallest number first:
mol	ERG-DNA inh
CN(C1CCCCC1)S(=O)(=O)c1cccc(C(=O)Nc2ccccn2)c1	0%
CCN1C(=O)[C@@H]2[C@@H](c3ccc(-c4ccc5c(c4)OCO5)c(OC)c3)N3CCCC[C@@]3(C(=O)OC)[C@@H]2C1=O	2%
O=C(CCC(=O)N1CCCC(Nc2ccccc2)C1)c1ccc(F)cc1 (centres undefined)	7%
CC(C)(C)c1ccc(OCC(=O)Nc2ccncc2)c(Br)c1	8%
